High-throughput results (PubChem)
DNMT1 block: blocks human DNA methyltransferase DNMT1; inhibition (reported as % activation of signal), % at 10 µM; actives 0.83% (n = 360,000); P26358; DNMT1 molecular beacon, Hinp1I cleavage, fluorescence; in the data active means inhibition above about 50%
PABP1 MLLE inh: inhibitors of microRNA-mediated deadenylation, human PABP1 MLLE binding; actives 0.36% (n = 360,000); P11940; inhibition, % at 20 µM; GST-MLLE / FITC-PAM2 fluorescence polarization; in the data active means inhibition above about 35%, passing the limit was not always enough;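 further: plate controls were DMSO wells with GST-MLLE for no effect and wells lacking GST-MLLE protein for full effect; some results filed as inactive read as strong as hits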
Rpn11 block: Rpn11 (human) deubiquitinase inhibition | calls only at 20 µM | O00487 | human 26S proteasome, Ub4-pepOG fluorescence polarization; 20S core pre-blocked with epoxomicin | AID 588493 | actives 0.59% (n = 360,000);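 active means inhibition at 20 µM, scaled to each plate's controls, above about 33%, limit read from the data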
Target sequence (O00487 whole entry, looked up): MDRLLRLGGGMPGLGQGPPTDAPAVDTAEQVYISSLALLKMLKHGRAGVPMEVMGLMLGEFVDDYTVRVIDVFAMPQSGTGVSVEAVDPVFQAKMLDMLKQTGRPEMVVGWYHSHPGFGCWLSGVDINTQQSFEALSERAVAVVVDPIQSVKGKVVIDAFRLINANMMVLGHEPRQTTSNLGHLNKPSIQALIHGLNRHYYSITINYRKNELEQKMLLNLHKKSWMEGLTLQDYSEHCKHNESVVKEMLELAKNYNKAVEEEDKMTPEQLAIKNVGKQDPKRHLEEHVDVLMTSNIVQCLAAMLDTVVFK
SUMO1-SIM PPI: SUMO1-SIM interaction modulation. P63165. SUMO1 binding to a labelled peptide, TR-FRET, 1 h. inhibition, % at 20 µM. actives 0.33% (n = 360,000). AID 602429; in the data active means inhibition above about 37%
Target sequence (P63165 whole entry, looked up): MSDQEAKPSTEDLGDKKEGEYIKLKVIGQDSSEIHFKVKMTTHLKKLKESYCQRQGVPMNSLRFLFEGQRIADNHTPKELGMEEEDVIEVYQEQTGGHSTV
LMPTP inh: blocks human LMPTP phosphatase | recombinant LMPTP-A, OMFP fluorogenic substrate, fluorescence intensity | inhibition, % at 20 µM | actives 0.22% (n = 360,000);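 active means compounds that cut the enzyme signal by at least half of the control window in the single-dose screen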;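 further: plate controls were DMSO wells with enzyme plus substrate for no effect and substrate without enzyme for full effect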
Target sequence (P24666 whole entry, looked up): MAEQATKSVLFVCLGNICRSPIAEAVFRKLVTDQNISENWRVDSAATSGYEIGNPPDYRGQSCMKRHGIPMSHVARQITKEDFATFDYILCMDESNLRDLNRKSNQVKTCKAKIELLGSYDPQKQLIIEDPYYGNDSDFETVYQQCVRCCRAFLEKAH
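Test system: LMPTP-A, protein tyrosine phosphatase of low molecular weight; Input: 0.625 nM enzyme; Incubation: 50 min dark incubation at room temperature; Signal: endpoint fluorescence intensity from OMFP dephosphorylation; Read-out basis: % inhibition versus control wells.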
Tb MetRS inh: blocks T. brucei methionyl-tRNA synthetase activity; inhibition, % at 11.9 µM; purified T. brucei MetRS, ATP depletion, Kinase-Glo luminescence; actives 0.4% (n = 360,000); AID 624268;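 active means inhibition above a per-plate cutoff of the control wells' mean inhibition plus 3 SD, cut at about 5.5% in these data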;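 further: 0% = DMSO wells median and 100% = median of wells with control inhibitor compound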
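assay system = parasite MetRS enzyme | timing = 15 min preincubation, 2 h reaction, all 25 °C | evaluation = percent inhibition relative to median high and low control wells | medium = HEPES buffer containing pyrophosphatase, BSA, spermine, DTT | compound = single dose, 11.9 µM final nominal, 0.9% final DMSO | detection = Kinase-Glo luminescence, ATP depletion format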
STEP inh: blocks human striatal-enriched tyrosine phosphatase. recombinant STEP, OMFP fluorogenic substrate, fluorescence. inhibition, % at 20 µM. actives 0.25% (n = 360,000). AID 588621;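 active means inhibition at 20 µM, scaled per plate between control wells, above about 37%, limit read from the data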;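 further: 0% = DMSO with enzyme and substrate and 100% = substrate only without enzyme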
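System: STEP phosphatase, cell-free reaction; Buffer or medium: Bis-Tris pH 6.0 buffer with DTT, detergent; Incubation: 20 min at room temperature, dark; Measured by: fluorescence, 480/540 nm.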
Scp1 inh: inhibitors of human Scp-1 phosphatase; Recombinant Scp1, phosphopeptide, malachite green phosphate absorbance; inhibition, % at 20 µM; actives 0.88% (n = 340,000);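 active means inhibition above about 50% at 20 µM, limit read from the data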;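 further: plate controls were DMSO wells with enzyme for no effect and wells lacking enzyme for full effect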
Target sequence (Q9GZU7 76-261 limits assumed): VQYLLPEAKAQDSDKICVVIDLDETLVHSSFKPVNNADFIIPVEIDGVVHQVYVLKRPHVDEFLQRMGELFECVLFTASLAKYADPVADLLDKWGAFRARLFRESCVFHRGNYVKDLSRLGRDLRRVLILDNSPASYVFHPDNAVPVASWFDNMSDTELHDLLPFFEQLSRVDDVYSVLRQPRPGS
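Material: truncated SCP-1 phosphatase (76-261aa) / Buffer or medium: 50 mM Tris acetate pH 5.5, 0.005% Tween-20, 10 mM MgCl2 / Compound dosing: one concentration, 20 µM, with 1.0% DMSO / Incubation: 45 min room-temperature reaction, 5 min colour, 30 min stabiliser / Detection: colorimetric free-phosphate detection, absorbance 630 nm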
CSN inh: blocks human CSN-mediated cullin deneddylation; Q92905; Purified CSN, SCF-Nedd8-OG deneddylation, fluorescence polarization; inhibition, % at 12.5 µM; actives 0.38% (n = 360,000); AID 651999;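 active means pattern-corrected inhibition above about 35%, with an unprinted fluorescence ratio check between 0.5 and 1.5, limit read from the data, passing the limit was not always enough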;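 further: 0% = enzyme with substrate and 100% = substrate without enzyme; some results filed as inactive read as strong as hits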
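Schedule: reaction 90 min, room temperature / Assay system: HEK293T-derived human Csn5 enzyme / Input: Csn5 at 0.24 nM final / Measure: inhibition of Csn5 cleavage, % / Control set: substrate-only high control, full reaction low control / Technique: fluorescence polarization of the substrate / Buffer or medium: Tris/NaCl/DTT buffer, pH 7.5 / Reagent: SCFSkp2-Nedd8OG substrate at 10 nM final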
NadD block: blocks S. aureus nicotinate mononucleotide adenylyltransferase; purified NadD enzyme, colorimetric absorbance read-out; inhibition, % at 20 µM; actives 0.78% (n = 360,000); AID 602399; in the data active means inhibition above about 26%; further: some compounds past the cut are filed as inactive
Numbers without * were called inactive.

`COC(=O)c1cc(C(=O)OC)cc(S(=O)(=O)Nc2ccc(Cl)c(N)c2)c1` gave DNMT1 block -3, PABP1 MLLE inh -4, Rpn11 block inactive, SUMO1-SIM PPI 6, LMPTP inh 0.9, Tb MetRS inh -0.1, STEP inh -1, Scp1 inh -6, CSN inh -5 and NadD block 3.
Screening Cc1cc(S(=O)(=O)N2CCN(c3ccc(F)cc3)CC2)ccc1-n1cnnn1 returned DNMT1 block 0, PABP1 MLLE inh 13, Rpn11 block inactive, SUMO1-SIM PPI 2, LMPTP inh 0.1, Tb MetRS inh 0.3, STEP inh 3, Scp1 inh -1, CSN inh 5 and NadD block -7.
CC(C)(C)c1ccc(S(=O)(=O)NC(=O)C2(C)CCN2C(=O)CC2CCCCC2)cc1 (centres undefined) was read as DNMT1 block 28, PABP1 MLLE inh -5, Rpn11 block inactive, SUMO1-SIM PPI 2, LMPTP inh -0.6, Tb MetRS inh 0.1, STEP inh -2, CSN inh 2 and NadD block 3.
`CN(C(=O)CSc1ncccc1C(=O)O)c1ccccc1` gave DNMT1 block 0, PABP1 MLLE inh 6, Rpn11 block inactive, SUMO1-SIM PPI -1, LMPTP inh -2.2, Tb MetRS inh 0.5, STEP inh 1, Scp1 inh 3, CSN inh -6 and NadD block -4.
For Cc1ccc([N+](=O)[O-])c(OCC(O)CNC(C)(C)C)c1 (centres undefined) the results were DNMT1 block 1, PABP1 MLLE inh -10, Rpn11 block inactive, SUMO1-SIM PPI -7, LMPTP inh -1.4, Tb MetRS inh -0.6, STEP inh -2, Scp1 inh -5, CSN inh 0 and NadD block 2.
COc1ccccc1Cn1c(=S)[nH]c2cc(C(=O)N3CC(C)CC(C)C3)ccc2c1=O (centres undefined) was read as DNMT1 block 1, PABP1 MLLE inh -93, Rpn11 block inactive, SUMO1-SIM PPI 0, LMPTP inh 1.1, Tb MetRS inh -0.2, STEP inh 2, CSN inh 2 and NadD block 8.
For O=C1c2ccccc2C(=O)N1CCc1nc(-c2ccc(Cl)cc2)no1 the results were DNMT1 block 4, PABP1 MLLE inh -5, Rpn11 block inactive, SUMO1-SIM PPI -10, LMPTP inh 2.2, Tb MetRS inh -0.3, STEP inh 5, Scp1 inh -18, CSN inh -7 and NadD block -8.
COc1ccc(S(=O)(=O)N2CCC(NC(=O)Nc3ccc(C)cc3)CC2)cc1 was read as DNMT1 block 2, PABP1 MLLE inh -5, Rpn11 block inactive, SUMO1-SIM PPI -1, LMPTP inh -0.2, Tb MetRS inh 0.2, STEP inh -1, Scp1 inh -11, CSN inh 0 and NadD block 1.
Screening Cc1cc(Cl)c2oc(C(=O)N(C)Cc3ccon3)c(C)c2c1 returned DNMT1 block 2, PABP1 MLLE inh -2, Rpn11 block inactive, SUMO1-SIM PPI 4, LMPTP inh 0.0, Tb MetRS inh -0.3, STEP inh -1, Scp1 inh -1, CSN inh 0 and NadD block -7.
Screening O=C(CCC1CCCN(C(=O)C2(c3ccccc3)CC2)C1)N1CCN(c2ccccn2)CC1 (centres undefined) returned DNMT1 block 11, PABP1 MLLE inh -14, Rpn11 block inactive, SUMO1-SIM PPI 1, LMPTP inh 0.7, Tb MetRS inh -0.7, STEP inh -2, Scp1 inh 4, CSN inh -11 and NadD block -1.
COc1cc(C)c(Br)cc1S(=O)(=O)N1CCCC1 was read as DNMT1 block -1, PABP1 MLLE inh -6, Rpn11 block inactive, SUMO1-SIM PPI -1, LMPTP inh -0.1, Tb MetRS inh 0.2, STEP inh 1, Scp1 inh -2, CSN inh -7 and NadD block 7.
O=C(c1cccc(F)c1)N1CCN(C(=O)c2cc(-c3ccc(Cl)cc3Cl)on2)CC1 was read as DNMT1 block -1, PABP1 MLLE inh -7, Rpn11 block inactive, SUMO1-SIM PPI 4, LMPTP inh 1.9, Tb MetRS inh 0.5, STEP inh 0, Scp1 inh -3, CSN inh 2 and NadD block -2.
For Cc1nc2ccc3nc(NC(=O)c4ccc(S(=O)(=O)N5CCOCC5)cc4)sc3c2s1 the results were DNMT1 block -11, PABP1 MLLE inh -6, Rpn11 block inactive, SUMO1-SIM PPI 3, LMPTP inh 0.3, Tb MetRS inh -1.3, STEP inh -2, Scp1 inh -3, CSN inh 2 and NadD block -10.
For COc1cc(C(=O)OCC(=O)Nc2cc(C)on2)c([N+](=O)[O-])cc1OC the results were DNMT1 block -2, PABP1 MLLE inh -3, Rpn11 block inactive, SUMO1-SIM PPI -8, LMPTP inh 0.5, Tb MetRS inh 0.1, STEP inh -4, Scp1 inh -11, CSN inh -3 and NadD block 1.
`COc1cccc(-c2cc(C(=O)NCc3cccs3)no2)c1` gave DNMT1 block -1, PABP1 MLLE inh -7, Rpn11 block inactive, SUMO1-SIM PPI 5, LMPTP inh 0.0, Tb MetRS inh 0.2, STEP inh 8, Scp1 inh -12, CSN inh -1 and NadD block -9.

The closing 4 compounds of the part above open the next one.
O=C(c1cccc(F)c1)N1CCN(C(=O)c2cc(-c3ccc(Cl)cc3Cl)on2)CC1 was read as DNMT1 block -1, PABP1 MLLE inh -7, Rpn11 block inactive, SUMO1-SIM PPI 4, LMPTP inh 1.9, Tb MetRS inh 0.5, STEP inh 0, Scp1 inh -3, CSN inh 2 and NadD block -2.
For Cc1nc2ccc3nc(NC(=O)c4ccc(S(=O)(=O)N5CCOCC5)cc4)sc3c2s1 the results were DNMT1 block -11, PABP1 MLLE inh -6, Rpn11 block inactive, SUMO1-SIM PPI 3, LMPTP inh 0.3, Tb MetRS inh -1.3, STEP inh -2, Scp1 inh -3, CSN inh 2 and NadD block -10.
For COc1cc(C(=O)OCC(=O)Nc2cc(C)on2)c([N+](=O)[O-])cc1OC the results were DNMT1 block -2, PABP1 MLLE inh -3, Rpn11 block inactive, SUMO1-SIM PPI -8, LMPTP inh 0.5, Tb MetRS inh 0.1, STEP inh -4, Scp1 inh -11, CSN inh -3 and NadD block 1.
`COc1cccc(-c2cc(C(=O)NCc3cccs3)no2)c1` gave DNMT1 block -1, PABP1 MLLE inh -7, Rpn11 block inactive, SUMO1-SIM PPI 5, LMPTP inh 0.0, Tb MetRS inh 0.2, STEP inh 8, Scp1 inh -12, CSN inh -1 and NadD block -9.
For Cc1cc(Br)c(S(=O)(=O)n2nnc3ccccc32)cc1C the results were DNMT1 block 3, PABP1 MLLE inh -25, Rpn11 block inactive, SUMO1-SIM PPI -3, LMPTP inh -1.3, Tb MetRS inh 0.5, STEP inh 1, Scp1 inh -4, CSN inh -1 and NadD block 2.
Screening CSc1ncccc1C(=O)Nc1ccc2c(c1)OCO2 returned DNMT1 block -1, PABP1 MLLE inh -6, Rpn11 block inactive, SUMO1-SIM PPI 1, LMPTP inh -1.0, Tb MetRS inh -0.2, STEP inh 1, Scp1 inh 0, CSN inh 0 and NadD block 0.
Screening CN1CCN(c2ccc(S(=O)(=O)N3CCOCC3)cc2NC(=O)CC(C)(C)C)CC1 returned DNMT1 block 2, PABP1 MLLE inh 0, Rpn11 block inactive, SUMO1-SIM PPI -3, LMPTP inh 0.2, Tb MetRS inh -0.6, STEP inh -3, Scp1 inh 1, CSN inh -1 and NadD block 3.
Screening O=C(Nc1ncnc2sc3c(c12)CCC3)c1ccco1 returned DNMT1 block 2, PABP1 MLLE inh 11, Rpn11 block inactive, SUMO1-SIM PPI 3, LMPTP inh -1.4, Tb MetRS inh -1.1, STEP inh 0, Scp1 inh 10, CSN inh 5 and NadD block 2.
Screening CCN(CC)C(=O)c1ccc(COc2ccccc2Br)o1 returned DNMT1 block 2, PABP1 MLLE inh 10, Rpn11 block inactive, SUMO1-SIM PPI 0, LMPTP inh 1.5, Tb MetRS inh -0.1, STEP inh 2, Scp1 inh -10, CSN inh 0 and NadD block -1.
`Cc1ccc(C(=O)N(C)CC(=O)Nc2ccc(F)c(F)c2F)o1` gave DNMT1 block 0, PABP1 MLLE inh 3, Rpn11 block inactive, SUMO1-SIM PPI -1, LMPTP inh 0.1, Tb MetRS inh 0.2, STEP inh 0, Scp1 inh 7, CSN inh -5 and NadD block -1.
For O=S(=O)(NCC1CCCO1)c1ccc2c(c1)OCCO2 (centres undefined) the results were DNMT1 block 3, PABP1 MLLE inh -1, Rpn11 block inactive, SUMO1-SIM PPI -4, LMPTP inh 2.3, Tb MetRS inh -0.4, STEP inh -1, Scp1 inh -2, CSN inh 0 and NadD block 7.
Screening Cc1ccc(-n2c(Cc3cccs3)nnc2SCC(=O)Nc2ccc(F)c(F)c2)cc1 returned DNMT1 block -8, PABP1 MLLE inh -25, Rpn11 block inactive, SUMO1-SIM PPI -1, LMPTP inh 1.0, Tb MetRS inh -1.1, STEP inh -2, Scp1 inh 2, CSN inh 5 and NadD block 5.
Screening O=C(Nc1ccc(Cl)cc1N1CCOCC1)C1CCCCC1 returned DNMT1 block -2, PABP1 MLLE inh -6, Rpn11 block inactive, SUMO1-SIM PPI 0, LMPTP inh 1.7, Tb MetRS inh -0.3, STEP inh 1, Scp1 inh -6, CSN inh -3 and NadD block -3.
Screening NC(=NCCc1c[nH]c2ccccc12)NC(=O)c1ccc(F)cc1 returned DNMT1 block 2, PABP1 MLLE inh -2, Rpn11 block inactive, SUMO1-SIM PPI 3, LMPTP inh 2.5, Tb MetRS inh 0.5, STEP inh 4, Scp1 inh 0, CSN inh 1 and NadD block -12.
O=C(NCc1ccc2c(c1)OCO2)C1CC(=O)N(c2ccc(F)cc2)C1 (centres undefined) was read as DNMT1 block 0, PABP1 MLLE inh 1, Rpn11 block inactive, SUMO1-SIM PPI 0, LMPTP inh -0.6, Tb MetRS inh 1.2, STEP inh 1, Scp1 inh -8, CSN inh 1 and NadD block 2.
Cc1ccc(S(=O)(=O)NN=Cc2cc(Cl)ccc2O)cc1 was read as DNMT1 block 1, PABP1 MLLE inh -11, Rpn11 block inactive, SUMO1-SIM PPI -1, LMPTP inh -0.7, Tb MetRS inh -0.3, STEP inh -4, Scp1 inh -10, CSN inh -4 and NadD block -8.
